sdo1 growth: growth rescue of sdo1-depleted yeast, primary screen, S. cerevisiae, bone marrow failure model; S. cerevisiae sdo1-depleted JHY4D growth rescue, OD600 30 h; hits give high values; pdr5 snq2 efflux-pump mutant strain; z-score at 10 µM; actives 0.21% (n = 140,000); AID 817, 2007;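 active means z-score above 3 at both the 24 hr and the 30 hr optical density reads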;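 further: z-score against mean and SD of all compound wells on the same plate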
Insulin prom inh: inhibitors of insulin promoter-driven GFP, primary screen, imaging, TRM-6 cells (human fetal islet line), eGFP reporter, cell count. reporter expression induced with tamoxifen. actives 0.9% (n = 130,000). inhibition, % at 2 µM;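 active means inhibition above the mean plus 3 SD, with well images judged a real hit on visual review, cut at about 60% in these data, passing the limit was not always enough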
sdo1 growth Rescue 24 h: also measured in sdo1 growth; calls as there; z-score; S. cerevisiae sdo1-depleted JHY4D growth rescue, OD600; measured here: growth rescue at 24 h;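 0 is the plate mean of compound wells and units are plate SD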
The depositor's hits bear a star; nt = not tested or not shown; & = joins results of further samples.

sdo1 growth	sdo1 growth Rescue 24 h	Insulin prom inh	Compound
0.98	0.7	24	Cc1ccc(-c2nnn(CC(=O)N(CC3CCCO3)C(C(=O)NCC3CCCO3)c3ccc(F)cc3)n2)o1 (configuration not stated)
-1.5	-0.65	-33	Cn1c(CCNC(=O)c2ccc(Cl)c(Cl)c2)nnc1SCc1ccc(Cl)c(Cl)c1
0.44&0.25	0.17&-0.34	-43&-6	CC1CCC(C(C)C)C(OC(=O)Cn2c(-c3ccccc3)[n+](C)c3ccccc32)C1 (configuration not stated)
nt	nt	-33	Cc1cc(C)c(C(=O)OCC(=O)NCc2cccs2)c(C)c1
-1.3	-1.1	22	CCCSc1cc(=O)n(-c2ccccc2)nc1C(=O)OCC
-0.81	-0.49	-64	Cc1nn(Cc2ccccc2)c2sc(C(=O)N3CCN(Cc4ccc5c(c4)OCO5)CC3)cc12
0.16	0.6	-21	O=C(CN1CCN(C2CCCCC2)CC1)NCCC1=CCCCC1
0.18	0.37	-33	CN1C(=S)SC(N(O)C(=O)Nc2ccc(Cl)c(Cl)c2)C1(C)C (configuration not stated)
-0.39	-0.82	43	C=CCNc1nc(SC)nc2ccsc12
nt	nt	38	C=Cn1c(C(=O)O)ccc1-c1ccc(OC)cc1
0.98	0.58	-50	CC1Cn2c(nc3c2c(=O)[nH]c(=O)n3C)O1 (configuration not stated)
0.5	-0.25	-30	O=C(CN1N=C(c2ccccc2)CCC1=O)NCc1ccco1
0.15	-0.25	0	Cc1nc2nc[nH]n2c(=O)c1CCC(C)C
-0.31	-0.37	3	O=C(CN1NS(=O)(=O)c2ccccc2C1=O)Nc1ccccc1OC(F)F
nt	nt	17	Cc1ccccc1C(=O)NNc1ncnc2c1cnn2C
0.87	0.26	nt	CN(C)c1c(N)[nH]c2c(c1=O)c(=O)n(C)c(=O)n2C
-0.55	-0.62	0	Cc1ccc(S(=O)(=O)NCCCCCC(N)=O)cc1
0.43	2	7	Cc1cc(OCc2nc(-c3ccc(NC(=O)c4cccnc4)cc3)no2)ccc1Cl
1.3	1.3	nt	O=C(Nc1ccc(O)cc1)c1cc2n(n1)C(C(F)(F)F)CC(c1ccco1)N2 (configuration not stated)
nt	nt	-56	Cc1nccc(-c2ccc(-n3c(C)ccc3C)cc2)n1
-0.61	0.25	-169	COC(=O)Cc1c(C)c2ccc(OC(=O)c3ccco3)cc2oc1=O
-2.5	-1.2	39	O=C(CCCOc1ccc(Cl)cc1Cl)Nc1ccncc1
-0.05	-0.84	3	O=C(NCCC1=CCCCC1)c1ccc(Br)o1
1.2	2.2	nt	CCOC(=O)c1c(C)[nH]c(NC(=O)N2CCOCC2)c1C
0.63&-0.41	0.31&-0.87	nt	COCCNC(=O)COc1cc(=O)n(C)c2ccccc12
nt	nt	31	Cc1ccc(S(=O)(=O)N/N=C(\c2ccccc2)c2cccnc2)cc1
0.47	0.14	22	CCCC(=O)NCCSC
1.3	1.8	-17	COCCCNc1nc(SCc2ccccc2)nc2sc3c(c12)CCC3
-0.39	-0.42	-39	CCOc1ccccc1N1CCN(C/C=C/c2ccc(N(C)C)cc2)CC1
-0.84	-0.85	nt	c1ccc(-c2cc3nccc(-c4ccccn4)n3n2)cc1
-0.18	1.1	nt	CCOC(=O)c1c(NC(=S)NC(=O)/C=C/c2cccs2)sc(C)c1C
-1.2	-0.34	19	Cc1nn(C)cc1/C=N\NC(=O)c1ccc2c(c1)c(C)c(C)n2Cc1ccccc1
-1.7	-0.93	-6	CCNC(=O)O/N=C(\C)c1sc(-c2ccc(Cl)cc2)nc1C
1.3	1.3	nt	CCC(C)[C@H](NC(=O)OC(C)(C)C)C(=O)N/N=C/c1ccc2cc(OC)ccc2n1 (some centres not stated)
-0.53	-1.5	nt	CC1CCCC(C)N1CCCNC(=O)c1cc2c(=O)n(C)c3ccccc3c2n1C (configuration not stated)
-0.86	0.07	13	O=C(CSc1nc(-c2ccc(F)cc2)cc(C(F)(F)F)n1)Nc1ccc2c(c1)OCO2
-1.8	-1.5	-41	COc1cccc(OCCSc2nnc3sc4ccccc4n23)c1
-1.1	-2.8	0	N#CCO/N=C(\c1ccccc1)c1ccncc1
0.39	2.5	-66	CCOC(=O)c1sc(NC(=O)CSc2nccc(C)n2)c(C#N)c1C
0.33	0.84	nt	CCCCC(=O)Nc1ccc(C(=O)NNC(=O)c2ccco2)cc1

Part of the list above, tab-delimited.
SMILES	sdo1 growth	sdo1 growth Rescue 24 h	Insulin prom inh
O=C(CN1N=C(c2ccccc2)CCC1=O)NCc1ccco1	0.5	-0.25	-30
CCNC(=O)O/N=C(\C)c1sc(-c2ccc(Cl)cc2)nc1C	-1.7	-0.93	-6
CN(C)c1c(N)[nH]c2c(c1=O)c(=O)n(C)c(=O)n2C	0.87	0.26	nt
O=C(CN1NS(=O)(=O)c2ccccc2C1=O)Nc1ccccc1OC(F)F	-0.31	-0.37	3
Cc1ccccc1C(=O)NNc1ncnc2c1cnn2C	nt	nt	17
O=C(CCCOc1ccc(Cl)cc1Cl)Nc1ccncc1	-2.5	-1.2	39

Looked up one by one from the list above (three):
sdo1 growth	sdo1 growth Rescue 24 h	Insulin prom inh	Compound
-1.7	-0.93	-6	CCNC(=O)O/N=C(\C)c1sc(-c2ccc(Cl)cc2)nc1C
-0.53	-1.5	nt	CC1CCCC(C)N1CCCNC(=O)c1cc2c(=O)n(C)c3ccccc3c2n1C (configuration not stated)
-1.8	-1.5	-41	COc1cccc(OCCSc2nnc3sc4ccccc4n23)c1

(further entries)
sdo1 growth	sdo1 growth Rescue 24 h	Insulin prom inh	Compound
1.7	1.9	-20	COc1ccccc1N1CCN(C(=O)c2cnn3cccnc23)CC1
0.41	0.49	32	COc1cc(C)c(S(=O)(=O)NC2CC(C)(C)NC(C)(C)C2)cc1C
0.07	0.19	-14	CSc1cccc(NC(=O)c2ccc(Cl)nc2)c1
-0.52	-0.51	nt	O=C(NN=C1CCCCCCC1)C(=O)NC1CCCCC1
0.45	1.1	-42	Cc1nc2ccccn2c1C(=O)N/N=C/c1cc(C)n(-c2ccc(Cl)cc2)c1C
0.26	-0.19	nt	Cc1ccc(NC(=O)CSCC(=O)O)c(C)c1
0.41	-0.6	5	COCCN1C(=O)c2ccccc2C(C(=O)N2CCN(c3ccccn3)CC2)C1c1ccc(F)cc1 (configuration not stated)
0.29	-0.38	16	COCCOC(=O)C1=C(N)OC2=C(C(=O)CCC2)C1c1cccnc1 (configuration not stated)
-1.3	-0.82	33	COC(=O)C1NN=C(C(=O)c2ccc(Br)cc2)C1c1cccc(Br)c1 (configuration not stated)
-1	0.03	nt	O=C(CSCC(=O)N1CCN(c2ccccc2)CC1)Nc1nc(-c2ccc(Cl)s2)cs1
-0.46	0.48	37	Cc1c(N2C(=O)/C(=C/c3ccccc3)SC2=S)c(=O)n(-c2ccccc2)n1C
0.78	0.65	54	Cc1cccc(NC(=O)CN2C(=O)CNC2=O)c1
0.03	-0.27	nt	Cc1cc(C(=O)OCC(=O)N2CC(C)CC(C)C2)c(C)o1 (configuration not stated)
-0.64	-1.9	42	COc1cccc(NC(=O)c2ccncc2)c1
0.3	-0.06	33	COc1cc(-c2cn(S(=O)(=O)c3cccc4nsnc34)nc2N)cc(OC)c1OC
-1.1	-0.06	-8	N/C(Cc1ccc(Cl)cc1)=N\OC(=O)c1ccc2ccccc2c1
0.13	-1.1	10	O=C(NCCc1ccccc1)c1ccc(Br)o1
nt	nt	12	COc1ccc(Cc2[nH]n3c(=O)c(Cl)c(C)nc3c2-c2ccccc2)cc1
nt	nt	-33	COc1ccc(/C=C2\SC(=O)N(CCNC(=O)C3CC4C=CC3C4)C2=O)cc1 (configuration not stated)
0.49	0.96	-32	Cc1c(C(=O)C(C)C)n(C)c2ccccc12
-0.2	-0.09	0	O=C(C1CC1)N1CCc2cc(S(=O)(=O)NCC3COc4ccccc4O3)ccc21 (configuration not stated)
-1.5	-1.6	-8	O=C1CC(N2CCN(c3cccc(C(F)(F)F)c3)CC2)C(=O)N1c1ccccc1 (configuration not stated)
1	0.85	14	COc1c(C)oc2cc(O)ccc2c1=O
1.1	0.64	-16	Cn1nc(CC(=O)NC2CCCCC2)c2ccccc2c1=O
0.16	0.12	nt	Cc1nc2sc(C(c3cccc(F)c3)N3CC(C)OC(C)C3)c(O)n2n1 (configuration not stated)
-0.27	-1.2	-83	CCN1CCN(c2ccc([N+](=O)[O-])cc2C(=O)c2ccc(Cl)cc2)CC1
1.7	2	50	COc1ccccc1N(CC(=O)NCc1cccnc1)S(C)(=O)=O
-0.2	-0.19	-83	CN(Cc1nnc(SCC(=O)NCCc2ccccc2)n1C)S(=O)(=O)c1ccccc1
-0.02	-0.68	33	Cc1ccc(C)c(NC2=NC3(CCCCC3)N=C(N)N2)c1
-0.64	-0.79	-46	Cc1ccc(CN=C2Nc3ccccc3CS2)cc1
-2.1	-1.1	24	Cc1cc(C(=O)OC(C)C(=O)Nc2nc(-c3ccccc3)cs2)c(C)o1 (configuration not stated)
0.77	1.2	-224	CC(C)CCNC(=O)c1ccc(C2SCC(=O)N2Cc2ccco2)cc1 (configuration not stated)
0.74	0.66	-11	COc1ccc([N+](=O)[O-])cc1N(CC(=O)NCC1CCCO1)S(C)(=O)=O (configuration not stated)
-0.77	-0.82	nt	C#CCSC1=C(C#N)C(c2cccs2)C(C(=O)OCC)=C(C)N1 (configuration not stated)
0.73	0.63	nt	O=C(Nc1cnn(Cc2ccccc2)c1)c1nc2ncccn2n1
-0.09	0.32	7	CCc1noc(C)c1C(=O)Nc1nc(-c2ccc(Cl)cc2Cl)cs1
0.1	0.69	4	Cn1c(SCC(=O)NC(c2ccccc2)c2ccccc2)nnc1-c1cccs1
nt	nt	29	CN(c1ccccc1)S(=O)(=O)c1ccc(C(=O)Nc2nnc(C3=COCCO3)o2)cc1
0.54	0.67	-20	CCNc1nc(OCC)nc(N2CCC(Cc3ccccc3)CC2)n1
-0.48	-0.44	nt	Oc1ccccc1/C=N/n1c2ccccc2c2ccccc21

Compounds above that contain a nitro group on carbon, in the order listed:
sdo1 growth	sdo1 growth Rescue 24 h	Insulin prom inh	Compound
-0.27	-1.2	-83	CCN1CCN(c2ccc([N+](=O)[O-])cc2C(=O)c2ccc(Cl)cc2)CC1
0.74	0.66	-11	COc1ccc([N+](=O)[O-])cc1N(CC(=O)NCC1CCCO1)S(C)(=O)=O (configuration not stated)

Next records
sdo1 growth	sdo1 growth Rescue 24 h	Insulin prom inh	Compound
-0.24	-0.42	21	CCOC(=O)CNC(=O)c1ccc(C#CC2(O)CCCCC2)cc1
0.31	0.05	nt	CC(=O)Nc1ccc(N2C(=O)CC(c3ccccc3)CC2=O)cc1
0.47	-0.2	nt	Cc1nn(-c2ccccc2)c(N2CCCC2)c1/C=N/NC(=S)Nc1cc(C(F)(F)F)ccc1Cl
1.9	1.6	nt	CSC1=NCCN1C(=O)c1ccc(S(=O)(=O)N(C)C)cc1
1.7	2.2	nt	CSc1ccc(/C=N/NC(=O)CN2CCN(Cc3ccc(C)cc3)CC2)cc1
0.07	1.1	nt	O=C(Nc1nnc(COc2ccccc2)s1)C1CCN(S(=O)(=O)c2ccc(Cl)cc2)CC1
0.03	-0.72	8	O=C(NCCO)C(c1ccccc1)c1ccccc1
0.8	1.5	nt	CC(C)CN(C(=O)COC(=O)C12CC3CC(CC(O)(C3)C1)C2)C1CCS(=O)(=O)C1 (configuration not stated)
0.92	1.1	-6	Cc1cc(NC(=O)CCCC(=O)NCc2cccs2)no1
1.6	1.6	nt	COc1ccc(N(C)C2=NS(=O)(=O)c3ccccc32)cc1
0.64	0.88	nt	COc1cc(NC(=O)c2cccnc2Sc2ccc(C)c(C)c2)cc(OC)c1OC
-1.4	-1.4	-97	CCN(CCCNC(=O)c1[nH]c(C)c(C(C)=O)c1C)c1ccccc1
-1.1	-1.8	-8	Fc1ccc(Cn2ccc(-c3cnc(-c4ccccc4)s3)n2)cc1
0.77	-0.34	35	CCOC(=O)C1CCN(Cc2ccccc2C)CC1
nt	nt	21	Cc1ccnc(NC2CCCCC2)c1
0.83	1.8	-39	CCOc1ccc(NCc2nnc(SCC(=O)Nc3nc(-c4ccccc4)cs3)n2-c2ccccc2)cc1
-2.1	-2	-28	COc1ccc(OCC(=O)NNc2c3ccccc3nc3ccccc23)cc1
1.5	0.88	-64	Clc1ccccc1OCCCCN1CCCC1
0.63	0.43	45	CC(C)NC(=O)CSCc1ccccc1Cl
0.15	-0.29	-52	O=C(Nc1ccc2oc(-c3cccnc3)nc2c1)c1ccc(Br)o1
1.3	0.89	nt	CCCCn1c(N)c(Sc2ccc(C)cc2)c(=O)[nH]c1=O
-1	-0.94	nt	CC(=O)C(C)Oc1ccc2c3c(c(=O)oc2c1C)CCCC3 (configuration not stated)
-1.1	-0.16	7	Cc1cc(C)c(OCC(=O)N/N=C/c2ccc3c(c2)OCO3)c(C)c1
nt	nt	11	COc1ccc(NC(=O)c2cc(-c3ccco3)on2)cc1
0.31	0.91	nt	CCc1ccc(NC(=O)COC(=O)/C(=C/c2ccccc2OC)c2ccccc2)cc1
-0.59	-0.21	-55	CSc1nc2sc3c(c2c(=O)n1C)CCC(C)C3 (configuration not stated)
0.61	0.05	nt	CC1(C)OC(C(=O)NC2CCCCC2)C(C(=O)NC2CCCCC2)O1 (configuration not stated)
0.78	0.77	nt	COC(=O)c1[nH]c(C)c(/C(O)=C2\C(=O)C(=O)N(CCN3CCOCC3)C2c2cccs2)c1C (configuration not stated)
nt	nt	-50	CCCC1CCC(=NNC(=S)NCCc2ccccc2)CC1 (configuration not stated)
-1.7	-1.6	3	CC(C)c1nnc(NC(=O)c2sc3ccccc3c2Cl)s1

Source: PubChem BioAssay

These rows are one share of the data (hit frequency here may not be typical).
